All columns: NCI-60 one-dose screen, growth in % after 48 h at 10 µM unless noted; 100 = growth as untreated, 0 = no growth, -100 = all killed.
SF-539: SF-539 CNS cancer; 81,000 compounds, 6.8% hits; AID 1794752
SNB-19: SNB-19 CNS cancer cells; 81,000 compounds, 2.5% hits
HCT-116: HCT-116 colon cancer | 82,000 compounds, 7.3% hits | AID 1794798
HCC-2998: HCC-2998 colon cancer; 79,000 compounds, 4.7% hits
KM12: KM12 colon cancer cells; 82,000 compounds, 5% hits; AID 1794800
SF-268: SF-268 CNS cancer cells | 82,000 compounds, 3.1% hits | AID 1794759
U251: U251 CNS tumor cells; 80,000 compounds, 5.4% hits; AID 1794753
SNB-75: SNB-75 CNS cancer | 79,000 compounds, 5% hits | AID 1794750
SF-295: SF-295 CNS cancer cells | 79,000 compounds, 5.6% hits | AID 1794758
* = called active by the depositor; x = not tested or not shown; & = joins results of further samples. Rule for the calls: active = growth percent below 10; inactive = the rest.

SMILES | SF-539 | SNB-19 | HCT-116 | HCC-2998 | KM12 | SF-268 | U251 | SNB-75 | SF-295
COC(=O)C(C#N)=C(C)C | 92.5 | 105.7 | 107.1 | 106.9 | 109.5 | 108.6 | 99.1 | 97.2 | 96.3
CCN(CC)CCNC(=O)c1cc(Cl)c(N)c(C(C#N)=C(C#N)C#N)c1OC | 99.5 | 92.8 | 99.6 | 107.4 | 90.3 | 96.8 | 102.6 | x | 107.4
CSCCC(NC(=O)CCc1nc2c(=O)[nH]c(=S)[nH]c2[nH]c1=O)C(=O)O (centres undefined) | 98.1 | 99.9 | 96.8 | 103.2 | 104.3 | 100.5 | 109.0 | 89.6 | 95.9
O=C1OC2(OC(=O)C3C=CC=CC3N2c2ccc(C(F)(F)F)cc2)c2ccccc21 (centres undefined) | 99.6 | 92.6 | 100.2 | 100.3 | 96.4 | 94.0 | 104.9 | 97.5 | 101.4
COc1cc(C(=O)N2CCN(C(=O)c3ccco3)CC2)c(N)cc1OCc1ccccc1 | 98.2 | 102.6 | 93.3 | 125.0 | 103.3 | 107.8 | 99.1 | 96.8 | 114.7
CCNc1ccc2nc3c4ccccc4c(=Nc4ccncc4)cc-3oc2c1 | 85.9 | 92.0 | 54.0 | 98.5 | 69.3 | 74.0 | 77.3 | 78.6 | 67.6
Cc1ccccc1OCC(O)CN1CCN(c2ccccc2)CC1 (centres undefined) | 96.5 | 95.0 | 95.7 | 110.7 | 104.1 | 93.4 | 100.4 | 95.0 | 96.1
CCOC(=O)CC1CSC(N/N=C/c2ccc(F)c(Br)c2)=N1 (centres undefined) | 106.3 | 110.2 | 88.5 | 104.8 | 93.2 | 92.3 | 94.7 | 109.5 | 96.8
CC(=O)Nc1cc(OCc2ccccc2)c2nc(NC(=O)c3[nH]c(C)c(Cl)c3Cl)sc2c1 | 92.6 | 92.8 | 70.4 | 99.5 | 76.0 | 95.4 | 91.9 | 97.0 | 86.9
CCCc1nc2c(C)cc(-c3nc4ccccc4n3C)cc2n1Cc1ccc(-c2ccccc2C(=O)O)cc1 | 109.5 | 99.6 | 87.3 | 111.4 | 105.3 | 95.9 | 87.5 | 146.0 | 81.0

An excerpt from above, showing only U251, SF-295 and SF-268.
molecule	U251	SF-295	SF-268
Cc1ccccc1OCC(O)CN1CCN(c2ccccc2)CC1 (centres undefined)	100.4	96.1	93.4
CCOC(=O)CC1CSC(N/N=C/c2ccc(F)c(Br)c2)=N1 (centres undefined)	94.7	96.8	92.3
CC(=O)Nc1cc(OCc2ccccc2)c2nc(NC(=O)c3[nH]c(C)c(Cl)c3Cl)sc2c1	91.9	86.9	95.4
CCCc1nc2c(C)cc(-c3nc4ccccc4n3C)cc2n1Cc1ccc(-c2ccccc2C(=O)O)cc1	87.5	81.0	95.9

The listing continues:
SMILES | SF-539 | SNB-19 | HCT-116 | HCC-2998 | KM12 | SF-268 | U251 | SNB-75 | SF-295
C#CCOc1cccc(Nc2c(Cl)c(CCl)nc3ccc(Oc4ccccc4)cc23)c1 | 80.7 | 62.5 | 27.2 | 104.2 | 69.7 | 18.8 | 24.9 | 75.5 | 88.7
COc1ccc(O)c(/C=C(/C)c2ccc3cc(OC)ccc3[o+]2)c1 | 94.6 | 97.5 | 101.5 | 112.3 | 98.2 | 97.9 | 105.0 | 94.7 | 100.7
CC(=O)[C@@]1(O)[C@H](C)C[C@H]2[C@@H]3C=C(C)C4=Cc5c(cnn5-c5ccccc5)C[C@]4(C)[C@H]3[C@@H](O)C[C@@]21C | -21.8* | 70.2 | 14.4 | 19.8 | -45.0* | 27.9 | 6.5* | 40.4 | -49.1*
CS(=O)c1nc2ncc([N+](=O)[O-])c(=O)n2[nH]1 (centres undefined) | 100.9 | 94.0 | 103.3 | 106.2 | 100.8 | 97.8 | 101.2 | 95.2 | 110.8
CSc1nc2c(c(=O)n1C)CN(Cc1ccccc1)C=N2 | 109.1 | 98.6 | 110.7 | 116.9 | 106.3 | 109.4 | 105.0 | 56.3 | 141.6
c1cncc(-c2csc(-c3c[nH]c4ccccc34)n2)c1 | 84.9 | 95.5 | 82.6 | 107.0 | 81.8 | 92.5 | 90.9 | 63.7 | 92.6
NCCC(=O)Nc1nc2c(s1)C[C@@H](NC(=O)c1cc(Cl)c(Cl)[nH]1)CC2 | 93.4 | 94.5 | 99.1 | 118.5 | 102.2 | 92.6 | 86.4 | 89.9 | 101.7
Clc1ccc(C2=C3CCCCC3=NC3=CC=CCN32)cc1 | 98.8 | 102.4 | 92.5 | 100.7 | 100.9 | 102.6 | 95.6 | 92.7 | 98.6
O=C1C=CC(=O)N1c1cccc(N2C(=O)C=CC2=O)c1 | 104.0 | 146.7 | 24.7 | 129.9 | 121.7 | 107.9 | 111.3 | 96.0 | 101.6
CCOC(=O)C(NC(=O)c1ccccc1)C(=O)OCC | 98.9 | 99.0 | 81.1 | 91.8 | 118.8 | 108.6 | 101.4 | 99.1 | 108.7
COc1ccc(-c2c[nH]c(C(=O)O)c2-c2cc(OC)c3c(c2OC)OCO3)cc1 | 97.4 | 100.9 | 105.6 | 100.5 | 104.8 | 99.7 | 103.5 | 91.6 | 103.3
OCC#CC#CCO | 108.4 | 114.2 | 104.8 | 114.3 | 110.3 | 106.3 | 98.3 | 87.8 | 117.9
O=[N+]([O-])c1cccc2c(Br)cccc12 | 105.7 | 96.5 | 104.9 | 97.8 | 108.6 | 107.0 | 100.2 | 101.7 | 100.1
COc1ccc(C2CC(c3cc4ccccc4oc3=O)=NN2c2ccc(S(=O)(=O)NC(=O)Nc3ccccc3C)cc2)cc1 (centres undefined) | 85.8 | 101.6 | 82.6 | 107.1 | 102.2 | 100.6 | 99.4 | 78.3 | 93.8
Cc1cc(=O)oc2c(N)nccc12 | 100.7 | 104.5 | 101.0 | 106.3 | 108.7 | 105.5 | x | 69.0 | 99.6
O=C(c1ccc(Cl)cc1Cl)C(Cl)Cl | 111.2 | 99.4 | 98.1 | 111.8 | 107.0 | 98.3 | 101.9 | 112.6 | 106.1
O=C1Nc2ccc(F)cc2/C1=C\c1nc(-c2ccccc2F)n2ccccc12 | 64.7 | 94.3 | 44.2 | 100.0 | 97.2 | 85.1 | 73.5 | 95.8 | 104.0
CC(=O)n1cc(C2CC(=O)OC3=C2C(=O)CCC3)c2ccccc21 (centres undefined) | x | 98.3 | 96.9 | x | 111.8 | 109.3 | 94.6 | 129.8 | 110.5
N#Cc1cnc2ccc(-c3cnc(N)nc3)cc2c1N1CCc2cc(F)c(Cl)cc21 | -12.5* | 12.2 | 2.2* | -3.0* | 7.8* | 5.1* | 10.3 | 19.1 | -9.0*
CC1Cc2c(Cl)ncnc2N(C)c2ccccc21 (centres undefined) | 33.0 | 28.4 | 12.9 | 34.5 | 11.3 | 24.4 | 19.6 | 82.8 | 19.9
O=C(CCCN1CCC(O)(c2ccc(Cl)cc2)CC1)c1ccc(F)cc1 | 98.9&101.2 | 98.1&93.4 | 79.9&88.1 | 103.7&102.7 | 103.9&101.6 | 102.6&98.9 | 98.8&89.6 | 78.1&72.9 | 104.3&82.7
O=C1NC(=S)S/C1=C\N1N=C(c2ccc(Cl)cc2)CC1c1ccc(F)cc1 (centres undefined) | 89.5 | 81.7 | 81.9 | 100.1 | 87.4 | 85.9 | 68.7 | 76.1 | 92.4
O=C(NO)c1ccccc1O | 100.0&102.4 | 96.5&104.9 | 111.0&107.5 | 109.3&100.9 | 118.9&112.8 | 111.1&112.1 | 95.7 | 83.4&60.8 | 99.5&98.3
Cc1ccc(-c2csc(C3=C(O)CN(NC(=O)c4ccoc4C)C3=N)n2)cc1 | 97.9 | 107.9 | 88.6 | 128.0 | 102.8 | 112.4 | 111.4 | 110.6 | 99.1
OCCn1cc(-c2nc(-c3c[nH]c4ncccc34)cs2)c2ccccc21 | 88.5 | 88.1 | 85.2 | 52.0 | 48.0 | 84.1 | 78.9 | 55.2 | 81.1
CCCCC(CC)OC(=O)C(Br)CC (centres undefined) | 98.7 | 110.4 | 101.1 | 103.7 | 101.4 | 98.1 | 97.2 | 90.1 | 97.5
CC(C)(C)c1nn(-c2ccccc2)c2c1COCN2Cc1ccc(F)cc1 | 85.6 | 83.5 | 65.1 | 104.3 | 86.5 | 96.6 | 89.4 | 91.6 | 131.1
COc1ccc(-n2nc(C)c3c(Nc4ccc(NC(=O)Nc5c(Cl)cccc5Cl)cc4)ncnc32)cc1 | 30.0 | 79.4 | 25.0 | 51.0 | 18.0 | 59.4 | 63.3 | 55.9 | 85.2
CC(=O)N1C(=O)C2C3C=CC(C3)C2C(=O)N1C(C)=O (centres undefined) | 93.1 | 110.1 | 103.7 | 82.4 | 108.5 | 110.1 | 96.1 | 47.0 | 105.9
Oc1cccc(Nc2ccccc2)c1 | 91.1 | 108.5 | 99.8 | 107.5 | 104.1 | 94.8 | 92.6 | 93.7 | 90.4

Single records (already shown).
CCCCC(CC)OC(=O)C(Br)CC (centres undefined) in the list: SF-539: 98.7; SNB-19: 110.4; HCT-116: 101.1; HCC-2998: 103.7; KM12: 101.4; SF-268: 98.1; U251: 97.2; SNB-75: 90.1; SF-295: 97.5
CC(=O)N1C(=O)C2C3C=CC(C3)C2C(=O)N1C(C)=O (centres undefined) in the list: SF-539: 93.1; SNB-19: 110.1; HCT-116: 103.7; HCC-2998: 82.4; KM12: 108.5; SF-268: 110.1; U251: 96.1; SNB-75: 47.0; SF-295: 105.9

Continuation.
SMILES | SF-539 | SNB-19 | HCT-116 | HCC-2998 | KM12 | SF-268 | U251 | SNB-75 | SF-295
COC(=O)C(C(C[N+](=O)[O-])c1ccccc1)=P(c1ccccc1)(c1ccccc1)c1ccccc1 (centres undefined) | 99.2 | 98.4 | 4.0* | 100.6 | 88.3 | 96.1 | 88.3 | 85.3 | 91.6
O=C(C=C(c1ccccc1)c1ccccc1)Oc1ccccc1 | 113.1 | 100.2 | 82.7 | 102.5 | 92.6 | 88.9 | 87.7 | 94.4 | 93.3
COc1ccc(C(Cl)=C(c2ccc(OC)cc2)c2ccc(OC)cc2)cc1 | 96.9 | 94.0 | 67.9 | 108.8 | 99.0 | 106.3 | 88.7 | 89.9 | 95.7
Nc1ccccc1-c1ccccc1N | 97.2 | 97.9 | 97.6 | 107.4 | 104.5 | 112.9 | 89.8 | 93.4 | 97.8
Cc1cccc(C)c1NC(=O)c1ccccc1C(=O)O | 98.7&108.3 | 104.9&111.0 | 97.0&97.0 | 92.5&106.9 | 95.1&116.9 | 91.0&116.0 | 100.4&100.7 | 92.0&115.7 | 102.7&94.9
COc1ccccc1NC(=S)N1CCC(CCCC2CCN(C(=S)Nc3ccccc3OC)CC2)CC1 | 97.2 | 105.0 | 83.0 | 122.2 | 95.6 | 101.5 | 97.5 | 91.0 | 94.2
O=C(CSc1nnc(Cn2c(C(F)(F)F)nc3ccccc32)o1)N1CCOCC1 | 105.0 | 97.3 | 105.6 | 109.7 | 111.1 | 105.7 | 103.1 | 93.8 | 98.0
CCOC(=O)c1ccc2nc(-c3c(C)nn(-c4ccccc4)c3N3CCCC3)[nH]c2c1 | 93.8 | 99.3 | 92.5 | 111.9 | 91.2 | 92.9 | 94.4 | 82.5 | 96.7
CC(=O)NS(=O)(=O)c1ccc(OCCCOc2ccc(S(=O)(=O)NC(C)=O)cc2)cc1 | 97.2 | 108.8 | 99.4 | 101.1 | 111.0 | 110.7 | 102.3 | 95.3 | 100.8
CCCCOC(=O)C1=C(C(=O)OCCCC)CCCC1 | 113.6 | 103.5 | 109.4 | 103.1 | 108.2 | 98.1 | 99.0 | 97.4 | x
O=C(CNc1ncnc2sc3c(c12)CCCC3)NN1C(=O)C=CC1=O | 95.3 | 93.4 | 101.9 | 109.2 | 103.5 | 105.4 | 94.8 | 86.0 | 99.5
O=C(CSc1nccn2nc(-c3ccccc3)cc12)Nc1cc(C(F)(F)F)ccc1Cl | 94.8 | 101.4 | 90.2 | 110.4 | 92.9 | 90.9 | 95.1 | 102.5 | x
N#Cc1nc(CC(=O)c2ccncc2)c(CC(=O)c2ccncc2)nc1C#N | 96.1 | x | 99.3 | 108.5 | 99.9 | 100.3 | 100.0 | 90.4 | 97.2
COc1cc2c(cc1OC)C(/C=C/c1ccco1)=NCC2 | 105.2 | 96.8 | 72.8 | 103.7 | 92.8 | 94.6 | 96.0 | 79.8 | 73.7
C=CC[C@@]12Cc3ccccc3N[C@@H]1N(C)c1ccccc12 | 116.7 | 103.3 | 100.2 | 104.3 | 101.1 | 111.2 | 106.9 | 79.6 | 102.9
